# Pol iota inh = inhibitors of human DNA polymerase iota. Q9UNA4. Pol iota fluorescent replication assay, 10 min. Potency, µM (highest dose often 115 µM), for inactives: at the highest dose activity, negative = inhibition, most hits filed as inhibitors. 1% of 390,000 active
#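 Fluorescent replication assay read twice, at 0 min and 10 min after adding 50 nM (final) substrate. Enzyme (10 nM) and compounds were first incubated 15 min at room temperature; enzyme-free buffer wells were negative controls.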
# Pol kappa inh = inhibitors of human DNA polymerase kappa. purified Pol kappa, fluorescent DNA synthesis assay, 10 min. Potency, µM (doses to about 107 µM), for the others: top-dose activity, negative = inhibition, usual class: inhibitors. 0.53% of 400,000 active. AID 588579; also: % is scaled to controls: 0 for no effect and ±100 for the full control effect
#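 Fluorescent qHTS in 1536-well format: enzyme (10 nM) and compound sat 15 min at room temperature before 50 nM substrate (final) was added. Signal taken at 0 and 10 min; no-enzyme buffer wells were negative controls.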
# BAZ2B block = BAZ2B (human) inhibition; Q9UIF8; AlphaScreen BAZ2B-H3K14Ac peptide displacement; Potency, µM (highest dose often 114 µM), for inactives: at the top dose activity change, negative = inhibition, actives largely listed as inhibitors; 4.4% of 360,000 active; AID 504333; also: % is scaled to controls: 0 for no effect and ±100 for the full control effect; nearly all actives have a fitted effect of over 60% in size
#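 Multi-concentration screen (max 110 uM) measuring displacement of acetylated histone H3 peptide from BAZ2B by AlphaScreen, using 50 nM protein, 50 nM peptide and 10 ug/mL streptavidin donor plus Ni-chelate acceptor beads.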
# APEX1 inh = APE1 (human) endonuclease inhibition; P27695; recombinant APE1, TAMRA/BHQ-2 abasic DNA cleavage fluorescence; Potency, µM (series often up to 65.8 µM), for inactives: at the top dose activity change, negative = inhibition, actives largely listed as inhibitors; 0.35% of 350,000 active;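 also: plate controls were vehicle for no effect and reference inhibitor for full effect; nearly all actives have a fitted effect of over 55% in size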
#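 Quantitative HTS: incision of a TAMRA/BHQ-2 double-stranded substrate bearing a tetrahydrofuran abasic site by 0.75 nM APE1 raises fluorescence. Substrate 50 nM final, added after 15 min compound preincubation at room temperature; progress as third-minus-first kinetic read difference.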
# Pol eta inh = blocks human DNA polymerase eta activity | recombinant Pol eta, fluorescent DNA replication assay | 1.2% of 390,000 active | Potency, µM (titrated, usually from 114 µM), for the others: at the top dose activity change, negative = inhibition, most hits filed as inhibitors; also: % is scaled to controls: 0 for no effect and ±100 for the full control effect
#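 Pol eta (10 nM) was preincubated with compounds for 15 min at room temperature, after which fluorescent replication substrate (50 nM final) was added to start the reaction. Fluorescence was read kinetically at 0 and 10 min.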
# BLM helicase inh = inhibitors of human Bloom syndrome helicase BLM; recombinant BLM DNA unwinding, fluorescence dequenching; AID 2528; Potency, µM (top dose mostly 56.1 µM), without a hit: at the top dose activity change, negative = inhibition, usual class: inhibitors; P54132; 0.2% of 350,000 active;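 also: plate controls were vehicle for no effect and no enzyme for full effect; nearly all actives have a fitted effect of over 35% in size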
# Target sequence (P54132 whole entry, looked up): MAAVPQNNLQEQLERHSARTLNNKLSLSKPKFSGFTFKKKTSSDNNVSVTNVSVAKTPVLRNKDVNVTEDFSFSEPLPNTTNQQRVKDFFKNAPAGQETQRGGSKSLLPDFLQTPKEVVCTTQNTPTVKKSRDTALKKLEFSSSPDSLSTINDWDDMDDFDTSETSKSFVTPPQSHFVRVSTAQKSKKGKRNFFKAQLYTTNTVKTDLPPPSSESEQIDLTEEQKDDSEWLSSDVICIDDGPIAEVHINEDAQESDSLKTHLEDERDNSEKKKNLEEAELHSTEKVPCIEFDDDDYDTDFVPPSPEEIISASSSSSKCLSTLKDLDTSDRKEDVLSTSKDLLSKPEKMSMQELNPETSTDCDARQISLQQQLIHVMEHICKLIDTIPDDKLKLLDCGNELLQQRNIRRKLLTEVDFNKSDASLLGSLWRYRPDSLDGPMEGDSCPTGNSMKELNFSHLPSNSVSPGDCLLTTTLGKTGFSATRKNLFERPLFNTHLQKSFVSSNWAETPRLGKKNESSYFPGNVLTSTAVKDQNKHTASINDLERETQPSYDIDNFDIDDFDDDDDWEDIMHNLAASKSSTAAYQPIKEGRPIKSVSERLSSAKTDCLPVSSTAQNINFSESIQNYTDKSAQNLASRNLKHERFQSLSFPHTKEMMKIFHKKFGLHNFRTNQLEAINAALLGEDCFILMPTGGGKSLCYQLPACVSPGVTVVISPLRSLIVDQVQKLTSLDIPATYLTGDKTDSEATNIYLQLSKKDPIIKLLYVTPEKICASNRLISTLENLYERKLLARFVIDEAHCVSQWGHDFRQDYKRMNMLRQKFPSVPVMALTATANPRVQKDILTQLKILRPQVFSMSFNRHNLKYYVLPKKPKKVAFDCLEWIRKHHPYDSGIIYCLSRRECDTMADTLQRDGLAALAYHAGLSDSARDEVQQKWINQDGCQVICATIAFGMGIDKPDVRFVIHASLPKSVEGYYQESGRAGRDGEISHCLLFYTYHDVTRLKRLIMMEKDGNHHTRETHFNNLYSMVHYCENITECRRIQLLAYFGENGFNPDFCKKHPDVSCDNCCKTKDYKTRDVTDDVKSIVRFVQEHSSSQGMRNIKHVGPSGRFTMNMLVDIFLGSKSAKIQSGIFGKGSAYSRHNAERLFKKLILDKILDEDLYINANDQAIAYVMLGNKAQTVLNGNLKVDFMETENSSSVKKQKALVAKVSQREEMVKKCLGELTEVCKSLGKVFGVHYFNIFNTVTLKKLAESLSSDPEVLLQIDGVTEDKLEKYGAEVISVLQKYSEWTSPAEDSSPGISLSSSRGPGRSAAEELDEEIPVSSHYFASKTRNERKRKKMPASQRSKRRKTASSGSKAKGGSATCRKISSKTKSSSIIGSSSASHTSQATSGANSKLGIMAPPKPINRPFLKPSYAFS
# G9a block = G9a (human) methyltransferase inhibition; Q96KQ7; G9a H3K9 monomethylation, AlphaScreen, 2 h; Potency, µM (doses to about 102 µM), for the others: top-dose activity, negative = inhibition, usual class: inhibitors; 8.8% of 350,000 active; AID 504332; also: % is scaled to controls: 0 for no effect and ±100 for the full control effect; nearly all actives have a fitted effect of over 75% in size
#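 G9a (20 nM) was preincubated 15 min with compound, then reacted 2 h at room temperature with 500 nM biotin-H3K9 peptide and 20 µM SAM. Monomethyl-H3K9 detected by AlphaScreen using anti-H3K9me1 antibody.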
# Apoferritin bind = binds horse apoferritin like a general anesthetic. 0.074% of 350,000 active. Potency, µM (highest dose often 77.5 µM), for the others: top-dose activity change, negative = displacement, most hits filed as inhibitors. apoferritin/1-aminoanthracene competitive binding, fluorescence; also: % is scaled to controls: 0 for no effect and ±100 for the full control effect; nearly all actives have a fitted effect of over 20% in size
#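 10 uM apoferritin + 50% sat. 1-AMA, PBS; cpd 10 min RT; Ex380/Em535 endpoint; normalized to free probe vs complex; 4-param Hill fit; propofol titration as pos. ctrl.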
# Pol beta inh = inhibitors of human DNA polymerase beta; AID 485314; 1.3% of 340,000 active; Pol beta primer extension/strand displacement, fluorescence kinetic; P06746; Potency, µM (series often up to 114 µM), inactives show top-dose activity change, negative = inhibition, actives largely listed as inhibitors; also: % is scaled to controls: 0 for no effect and ±100 for the full control effect
#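 Enzyme-only controls used 10 nM Pol beta; buffer lacking enzyme served as negative control. Compound preincubated 15 min, then 50 nM substrate added; 0 and 10 min reads at room temperature.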
# Starred values were filed as active, the others as inactive; u = inconclusive; x = not tested or not shown; & = joins results of further samples; [ ] = another dose, or the depositor's remark. Calls follow the shape of the dose curve; as a rule, active = well fitted curve in the direction sought with a large enough effect; inconclusive = small, poorly fitted or top-dose-only effect, or another doubt; inactive = no such curve, though single readings can be large; an effect the other way counts as inactive or inconclusive. Potency is read from the fitted curve at half-maximal effect. The list is partial (hit frequency here may not be typical).
(1) CCN1C(=O)[C@H]2[C@@H](c3ccc(OC)cc3)N3C(=O)CN(CCOC)C(=O)[C@@]3(Cc3ccccc3)[C@H]2C1=O
(2) CCc1ccc(NC(=O)CC2C(=O)N(c3cccc(C)c3)C(=O)N2C2CC2)cc1 (stereo not drawn)
(3) O=C1CN(S(=O)(=O)c2cc(C(F)(F)F)ccc2Cl)CCN1
(4) CCn1c(-c2cccn(Cc3ccccc3)c2=O)n[nH]c1=S
(5) Cc1ccc(SCc2[nH]nc3c2C(c2cccnc2)C(C#N)=C(N)O3)cc1 (stereo not drawn)
(6) O=C(NN1C(=O)C2C3C=CC(C3)C2C1=O)c1ccccc1 (stereo not drawn)
(7) CCn1c2ccc(C)cc2c2n[nH]c(=S)nc21
(8) CCCCOc1ccc(C2=NC(c3cccs3)=Nc3ccc(CC)cc3N2)cc1

Assay by compound	1	2	3	4	5	6	7	8
Pol iota inh	16%	7%	18%	59%[activator]	20%	69%[activator]	136%[activator]	-10%
Pol kappa inh	0%	3%	-2%	-12%	-2%	-4%	-7%	-7%
BAZ2B block	-4%	30%[activator]	3%	-2%	u	-16%	-36%	u
APEX1 inh	17%	-1%	37%	-4%	-5%	-3%	8%	x
Pol eta inh	-9%	-22%	-5%	3%	-8%	-12%	9%	x
BLM helicase inh	-2%	-4%	x	-3%	-5%	4%	-3%	-9%
G9a block	12%	-29%	17%[12.7 µM]	32µM*	-37%[12.7 µM]	27%	7.1µM*	u
Apoferritin bind	-3%	-20%	x	-2%	-13%	-9%	-20%	-10%
Pol beta inh	1%	2%	x	20%	-15%	0%	7%	3%

(9) O=C1CSc2ccc(C(=O)NCc3ccccn3)cc2N1
(10) Cc1ccccc1NC(=O)CN1C(=O)CSc2ccc(S(=O)(=O)N3CCCC3)cc21
(11) Cc1sc2nc(SCc3nnc(-c4cccs4)o3)n(C3CCCC3)c(=O)c2c1C
(12) COc1ccc(CC(=O)Nc2cc(S(=O)(=O)Nc3ccc(OC)cc3)ccc2OC)cc1
(13) COC(=O)c1sccc1NC(=S)Nc1cc(OC)ccc1OC
(14) NS(=O)(=O)c1ccc(CCNC(=O)NC23CC4CC(CC(C4)C2)C3)cc1
(15) COc1cc(OC)cc(-c2nnc(SCC(=O)Nc3cccc(C(=O)O)c3)s2)c1
(16) O=C(OCC(=O)N1CCN(c2ccccc2)CC1)c1ccc(Cl)nc1

Assay by compound	9	10	11	12	13	14	15	16
Pol iota inh	-18%	-4%	14%	-17%	30%	19%	u	26%
Pol kappa inh	-20%	-16%	-4%	-22%	12%	-2%	-11%	3%
BAZ2B block	x	-25%	-25%	x	x	-25%	-22%	-1%
APEX1 inh	6%	3%	1%	-11%	14%	5%	-2%	31%
Pol eta inh	1%	-12%	-5%	-10%	-18%	-13%	-11%	-11%
BLM helicase inh	x	-3%	-6%	x	-7%	-2%	-1%	x
G9a block	x	4%	-3%[59 µM]	x	u	-3%	-34%	u
Apoferritin bind	x	4%	-19%	x	-12%	-21%	-6%	x
Pol beta inh	x	0%	-22%	x	-18%	-16%	-30%	x

# Pulled by structure from the list above:
(12) COc1ccc(CC(=O)Nc2cc(S(=O)(=O)Nc3ccc(OC)cc3)ccc2OC)cc1
(5) Cc1ccc(SCc2[nH]nc3c2C(c2cccnc2)C(C#N)=C(N)O3)cc1 (stereo not drawn)
(9) O=C1CSc2ccc(C(=O)NCc3ccccn3)cc2N1
(13) COC(=O)c1sccc1NC(=S)Nc1cc(OC)ccc1OC
(6) O=C(NN1C(=O)C2C3C=CC(C3)C2C1=O)c1ccccc1 (stereo not drawn)

Assay by compound	12	5	9	13	6
Pol iota inh	-17%	20%	-18%	30%	69%[activator]
Pol kappa inh	-22%	-2%	-20%	12%	-4%
BAZ2B block	x	u	x	x	-16%
APEX1 inh	-11%	-5%	6%	14%	-3%
Pol eta inh	-10%	-8%	1%	-18%	-12%
BLM helicase inh	x	-5%	x	-7%	4%
G9a block	x	-37%[12.7 µM]	x	u	27%
Apoferritin bind	x	-13%	x	-12%	-9%
Pol beta inh	x	-15%	x	-18%	0%

# Other compounds.
(17) CNc1ccc(C(=O)N2CCN(S(=O)(=O)c3ccc4c(c3)OCCCO4)CC2)cc1[N+](=O)[O-]
(18) O=C(CCc1ccc(O)cc1)NNC(=S)NCCc1ccccc1
(19) CCOc1ccc(N2C(=O)CS/C2=C(\C(Cl)=C(Cl)Cl)[N+](=O)[O-])cc1
(20) COc1cccc(/C=C/C(=O)OCC(=O)NC(=O)NC2CCCCC2)c1
(21) O=C(N=C1SC2CS(=O)(=O)CC2N1CCc1ccccc1)C1CC1 (stereo not drawn)
(22) O=C(COC(=O)CCNS(=O)(=O)c1ccccc1)NC1CC1
(23) COc1ccc(NC(=O)C2CCN(C(=O)c3ccco3)CC2)c(OC)c1
(24) Cc1cc(C)nc(-n2nc(C)cc2NC(=O)C(C)C)n1

Assay by compound	17	18	19	20	21	22	23	24
Pol iota inh	13%	62%[activator]	u	16%	52%[activator]	-18%	44%[activator]	10%
Pol kappa inh	18%	-17%	u	-8%	-2%	-7%	-5%	-2%
BAZ2B block	-35%	-3%	50µM*	7%	-2%	x	-3%	-5%
APEX1 inh	-12%	-2%	2%	16%	22%	-2%	67%[activator]	8%
Pol eta inh	-10%	-6%	u	-3%	-6%	-2%	2%	-19%
BLM helicase inh	-3%	-6%	-19%	x	1%	x	0%	2%
G9a block	-26%	-2%	32µM*	u	-8%	x	-5%	31%
Apoferritin bind	u	-6%	u	x	-1%	x	33%[activator]	-1%
Pol beta inh	40%	1%	1%	x	1%	x	-9%	48%

(25) O=C(COC(=O)c1ccccc1O)NNC(=O)c1ccc(Br)cc1
(26) CN(C)c1ccc(/C=N/NC(=O)c2ccc3nc[nH]c3c2)cc1
(27) Cc1nc(CNC(=O)c2cc(COc3ccc(F)cc3Cl)on2)cs1
(28) CCn1c(CNc2nc(-c3ccccc3)cs2)nnc1SCC(=O)NCc1ccccc1
(29) CN(C)S(=O)(=O)N1CCN(c2ccc([N+](=O)[O-])c(NC3CC3)c2)CC1
(30) CC1=C(C(=O)OCc2ccccc2)C(c2ccc(Cl)cc2)NC(=O)N1CCCC(=O)O (stereo not drawn)
(31) COc1ccc(/C=N/NC(=O)c2ccn[nH]2)cc1COc1ccc(F)cc1
(32) COc1ccc(F)cc1COc1nc(C)nc2ccccc12

Assay by compound	25	26	27	28	29	30	31	32
Pol iota inh	7%	36%[activator]	53%[activator]	5%	11%	-14%	u	36%[activator]
Pol kappa inh	-3%	-15%	-3%	-2%	-9%	7%	-13%	7%
BAZ2B block	-5%	-31%	3%	2%	u	3%	-28%	-3%
APEX1 inh	29%	4%	1%	1%	6%	-4%	3%	45%[activator]
Pol eta inh	-11%	-24%	-2%	-3%	-13%	-10%	-6%	-18%
BLM helicase inh	x	-4%	-6%	-8%	-6%	4%	-4%	-1%
G9a block	u	4%	5%	-26%[59 µM]	-47%	-6%	x	9%
Apoferritin bind	x	5%	u	-2%	-24%	-9%	u	-9%
Pol beta inh	x	u	u	23%	-2%	31%	u	5%

(33) Cc1nc2ccc(NC(=O)N(C)c3ccccc3)cc2s1
(34) CCOc1ccc(C(=S)NC2CCCCC2)cc1OCC
(35) O=C(Cc1ccc(S(=O)(=O)N2CCOCC2)s1)Nc1ccc2c(c1)CCC2
(36) CC(=O)c1cccc(NC(=O)CCS(=O)(=O)c2ccc3c(c2)n(C)c(=O)c(=O)n3C)c1
(37) CCC(C)NC(=S)Nc1ccc(C(=O)OC)cc1 (stereo not drawn)
(38) CC(C)Cc1cc(C(=O)O)n[nH]1
(39) COc1ccc(S(=O)(=O)NCC2CCCN(Cc3ccc(OC)cc3F)C2)cc1 (stereo not drawn)
(40) Cc1ccc(-n2nc(C)c(NC(=O)CCl)c2C)cc1C

Assay by compound	33	34	35	36	37	38	39	40
Pol iota inh	27%	-5%	2%	u	67%[activator]	9%	9%	6%
Pol kappa inh	7%	-10%	-10%	-20%	-2%	-13%	-2%	-4%
BAZ2B block	-1%	u	-34%	-3%	3%	50µM*	-12%	3%
APEX1 inh	5%	-9%	u	x	-3%	-1%	25%	-2%
Pol eta inh	-7%	-6%	u	x	-20%	-1%	-13%	-20%
BLM helicase inh	4%	-6%	-11%	2%	-3%	-4%	0%	3%
G9a block	-10%	7.9µM*	5%	-4%[59 µM]	8%	-49%[12.7 µM]	u	-4%
Apoferritin bind	-7%	-21%	u	3%	-9%	13%	-12%	-13%
Pol beta inh	1%	8%	-2%	5%	-1%	7%	9%	39%

(41) CCOC(=O)CC1CCCCN1C(=O)c1cc(COc2cccc3cnccc23)on1 (stereo not drawn)
(42) COc1ccc(NC(=O)C2COc3ccccc3O2)cc1S(=O)(=O)N1CCOCC1 (stereo not drawn)
(43) Cc1ccc2nc(-c3ccc(NC(=O)COc4ccccc4C(C)(C)C)cc3)sc2c1
(44) COc1ccc(F)cc1S(=O)(=O)NCC(=O)NCc1cc(=O)n(C)c(=O)n1C
(45) CCCN(CCC)C(=O)Cn1c(=O)n(CCCCCC(=O)Nc2ccccc2)c(=O)c2sccc21
(46) Cc1ccc(C(=O)N2CCC3(CC2)Oc2ccc(F)cc2C(=O)C32CC(c3cccnc3)=NO2)s1 (stereo not drawn)
(47) CC(=O)c1cc(NC(=O)c2ccc(C)cc2)c(=O)oc1/C=C/N(C)C
(48) CC(C)OC(=O)CSc1nnc(-c2ccc(O)cc2)n1Cc1ccccc1

Assay by compound	41	42	43	44	45	46	47	48
Pol iota inh	79%[activator]	-1%	13%	-11%	32%&14%[activator]	u	-5%	6%
Pol kappa inh	-1%	-4%	1%	17%	12%&-15%	0%	-7%	-17%
BAZ2B block	-21%	3%	7%	-5%	-1%&1%	-16%	1%	4%
APEX1 inh	77%[activator]	5%	x	54%	-5%	18%	2%	1%
Pol eta inh	-15%	-4%	x	-15%	-18%&-7%	-21%	-11%	-4%
BLM helicase inh	-2%	x	-1%	1%	-7%&-1%	0%	-1%	-3%
G9a block	6%	25%[12.7 µM]	-30%[59 µM]	-29%	-11%[59 µM]	-15%[12.7 µM]	-40%[12.7 µM]	-15%[59 µM]
Apoferritin bind	-7%	x	-3%	2%	9%&3%	-7%	5%	-11%
Pol beta inh	18%	x	-14%	-14%	8%&-18%	-18%	1%	-13%

# Assay outcomes (PubChem)
